PDI inh: blocks human protein disulfide isomerase activity | PDI insulin aggregation turbidity, A650, 90 min | AID 588391 | inhibition, % at 10 µM | 0.052% of 350,000 active | P07237;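 active means mean inhibition across replicates of 30% or more, whatever share of single replicates reach that level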;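 further: absorbance from insulin aggregation driven by PDI reduction with DTT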
Target sequence (P07237 whole entry, looked up): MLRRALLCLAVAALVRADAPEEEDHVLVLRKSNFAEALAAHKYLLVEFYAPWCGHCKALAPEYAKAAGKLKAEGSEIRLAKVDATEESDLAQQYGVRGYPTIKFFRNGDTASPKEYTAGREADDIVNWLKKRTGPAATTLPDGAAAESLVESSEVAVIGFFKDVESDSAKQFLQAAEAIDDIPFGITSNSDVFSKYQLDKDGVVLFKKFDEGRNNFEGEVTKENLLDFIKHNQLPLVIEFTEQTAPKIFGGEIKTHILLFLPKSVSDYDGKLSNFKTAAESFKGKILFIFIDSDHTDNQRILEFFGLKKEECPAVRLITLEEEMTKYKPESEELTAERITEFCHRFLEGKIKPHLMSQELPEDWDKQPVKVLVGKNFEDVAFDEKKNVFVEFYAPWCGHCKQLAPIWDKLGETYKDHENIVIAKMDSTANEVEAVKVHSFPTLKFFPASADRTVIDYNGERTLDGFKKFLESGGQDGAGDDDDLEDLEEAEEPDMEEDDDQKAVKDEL
CaV13 ICDI inh: Primary screen for inhibitors of IQ motif and Ca2+-dependent inactivation inhibitor domain binding in CACNA1D, Förster resonance energy transfer in living cells, …; inhibition, % at 12.3 µM; 0.098% of 340,000 active; HEK cells, CFP/YFP FRET ICDI-IQ, plate reader, 10 min; percent FRET-ratio fall versus neutral wells;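 active means mean replicate inhibition of at least 30% and at least 1% of replicates passing that level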;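 further: 0% = median of the neutral control wells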
NR2E3 ag-1: NR2E3 (human) agonism | AID 2300 | 0.12% of 320,000 active | inhibition of corepressor binding, % at 4.78 µM | GST-NR2E3/biotin-RetCOR TR-FRET, 1536-well | Q9Y5X4;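 active means percent inhibition above the cutoff of mean plus 3 SD of all tested compounds, set per screening campaign, cut at about 20% in these data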;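 further: 0% = DMSO wells and 100% = biotin wells as full block of FRET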
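Assay system: NR2E3–RetCOR corepressor complex. Quantity: 1.35 nM GST-NR2E3. Buffer or medium: pH 7.5 Tris-based buffer. Reagent: biotinylated RetCOR corepressor at 7 nM final. Schedule: 5 h at 4 °C. Detection: TR-FRET, emission read at 617 and 671 nm. Replicates: one well per compound, singlicate testing.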
HTR2A ag: mouse HTR2A agonism via beta-arrestin recruitment; P35363; CHO-K1 mHTR2A beta-arrestin complementation, luminescence; percent of 30 µM serotonin response; activation, % at 7.6 µM; 0.66% of 360,000 active; AID 624169;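 active means activation above a run cutoff, the mean activation of all tested compounds plus 3 SD, cut at about 14% in these data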;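 further: 0% = plate median of compound wells and 100% = 30 µM serotonin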
Target sequence (P35363 whole entry, looked up): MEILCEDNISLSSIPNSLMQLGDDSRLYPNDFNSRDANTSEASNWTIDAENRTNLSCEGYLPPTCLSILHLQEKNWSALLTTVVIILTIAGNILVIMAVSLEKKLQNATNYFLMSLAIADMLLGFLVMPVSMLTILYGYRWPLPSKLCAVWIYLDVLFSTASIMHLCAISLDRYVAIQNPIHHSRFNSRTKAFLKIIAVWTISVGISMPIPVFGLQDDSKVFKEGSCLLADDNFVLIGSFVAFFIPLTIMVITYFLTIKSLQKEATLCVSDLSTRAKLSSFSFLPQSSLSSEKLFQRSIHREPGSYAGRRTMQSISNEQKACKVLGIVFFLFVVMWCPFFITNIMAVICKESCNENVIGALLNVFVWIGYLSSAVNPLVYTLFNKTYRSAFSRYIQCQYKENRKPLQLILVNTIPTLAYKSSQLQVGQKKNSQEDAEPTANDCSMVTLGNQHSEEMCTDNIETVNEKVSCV
Cardio protect: modulators protecting cardiomyocytes from myocardial damage. H9c2 cardiomyocytes, H2O2 injury protection, ATPLite, 2 h. protection from H2O2 cell death, % at 20 µM. 0.63% of 360,000 active. AID 588492;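 active means compounds giving at least 50% protection of heart cells from peroxide-induced death in the single-dose screen, raw or plate-pattern-corrected value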;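 further: 0% = DMSO wells with peroxide and 100% = DMSO wells without peroxide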
Shn3 inh set2: reduces Shn3 3'UTR luciferase signal in osteoblasts. Clone20 osteoblast Shn3 3'UTR firefly luciferase, 24 h. inhibition, % at 12.5 µM. 0.52% of 360,000 active. AID 588674;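 active means mean inhibition of at least 75% with every replicate also reaching 75%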;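 further: 0% = median of neutral control wells and 100% = pilot-screen positive control compound; some compounds past the cut are filed as inactive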
TRPM1 prom inh: reduces MITF-dependent TRPM1 promoter luciferase signal. SK-MEL-5 TRPM1 promoter luciferase, 24 h. 0.83% of 330,000 active. inhibition, % at 12.5 µM;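 active means mean inhibition across replicates of 60% or more, whatever share of single replicates reaches that level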; further: values of inactives mirror those of a sister screen read the other way
NR2E3 ag-2: agonists of human NR2E3 nuclear receptor; Q9Y5X4; CHO-S Gal4-NCOR/VP16-NR2E3 two-hybrid, luciferase; inhibition of corepressor binding, % at 3.98 µM; 0.35% of 360,000 active; AID 602229;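 active means inhibition above the mean of all tested compounds plus 3 SD, cut at about 70% in these data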;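 further: 0% = DMSO with NR2E3 transfected cells and 100% = cells lacking NR2E3 construct; higher means lower luciferase signal from less NR2E3 corepressor binding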
Peg3 promoter: inhibitors of Peg3 promoter; inhibition, % at 20 µM; AID 588405; 1.7% of 360,000 active; HeLa PEG-Prom luciferase reporter, luminescence, overnight;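 active means inhibition of at least 50% at 20 µM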
HIF-2a block: blocks HIF-2a reporter activity; 786-0 RCC cells HIF-2a reporter, luciferase luminescence, overnight; 0.72% of 360,000 active; inhibition, % at 18.8 µM;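 active means inhibition of the luminescence signal of 40% or more relative to plate controls, in a single-dose primary screen at 18.75 µM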
iPSC survival up: hiPSC single-cell survival enhancement; ATPlite luminescence; 100% = ROCK inhibitor wells, 0% = DMSO; survival enhancement, % at 20 µM; 0.044% of 360,000 active; in the data active means survival enhancement above about 18%;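 further: cells exposed to compounds for 16 hours before the ATP read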
* = called active by the depositor; x = no result given.

The line under a structure holds: PDI inh, CaV13 ICDI inh, NR2E3 ag-1, HTR2A ag, Cardio protect, Shn3 inh set2, TRPM1 prom inh, NR2E3 ag-2, Peg3 promoter, HIF-2a block, iPSC survival up
CCOc1ccccc1-n1c(COc2ccc(C)cc2)nnc1SCC(N)=O
    11, x, 1, 7, 4, 6, 0, 9, 13, 20, 2.5
COc1ccc(NC2=NCCC2)cc1
    -14, -5, 1, 6, -8, -1, -7, 2, 2, 17, 6.2
COc1ccc(S(=O)(=O)N2CCN(CC(=O)Nc3sccc3C(N)=O)CC2)cc1OC
    -2, -5, -1, -4, 2, 8, 0, 6, 2, 3, -0.2
Cn1nnnc1SCC(=O)c1c(N)n(C)c(=O)n(C)c1=O
    2, x, 5, 2, 10, 11, -5, -26, -8, 11, 1.1
CCN(CC)c1ccc(C(=O)OCc2c(C)noc2C)cc1
    8, -17, 0, -3, -14, 17, -6, -8, 5, -18, 2.2
O=C(Nc1cc2nn(-c3ccccc3)nc2cc1Cl)c1ccco1
    20, -6, 0, 1, -23, -51, -28, -110, -213, -199, -1.7
OCc1n[nH]c(CO)n1
    -2, -8, 0, 2, 4, -14, -1, 19, -3, 12, -0.8
O=C(CCCN1C(=O)c2cccc3cccc(c23)C1=O)N1CCN(c2ccccc2O)CC1
    -9, -4, -2, 2, 67*, 20, -10, 32, 28, -6, -0.5
CCOC(=O)c1[nH]ncc1CN1CCCC(C(=O)c2ccc(OC)cc2C)C1 (stereo not drawn)
    -16, 5, 3, 0, 0, 2, 2, -19, 13, 20, -2.1
COc1ccc(C(=O)OCc2c(F)cccc2Cl)cc1S(=O)(=O)N1CCOCC1
    -13, -3, 2, -2, 11, 8, -7, 10, 1, 3, -0.6
COc1cccc(CNc2ncn[nH]2)c1OCc1ccccc1F
    1, -4, -2, -2, 3, 5, 0, -46, 18, 7, 0.0
COC(=O)Nc1nnc(Cc2ccc(OC)cc2)s1
    1, -5, 4, 1, 0, -2, 6, -16, -5, -1, 0.9
Cc1cccc(N(CC(=O)NC2CCCC2)C(=O)c2cc3cc4cccc(C)c4nc3s2)c1C
    16, -4, 2, 0, 9, 25, 0, -3, 10, 18, -0.7
CC(=O)Nc1c(NC(C)C)c2ccccc2oc1=O
    -5, -5, 1, 4, 4, -9, 9, 20, -5, 15, 4.6
CCc1ccc(C(=O)COC(=O)CNC(=O)C2CCCCC2)cc1
    -5, -6, x, 12, -6, 7, -51, 3, -67, -42, 1.2

Arranged by molar mass (lowest first): some entries from above.
The line under a structure holds: PDI inh, CaV13 ICDI inh, NR2E3 ag-1, HTR2A ag, Cardio protect, Shn3 inh set2, TRPM1 prom inh, NR2E3 ag-2, Peg3 promoter, HIF-2a block, iPSC survival up
OCc1n[nH]c(CO)n1
    -2, -8, 0, 2, 4, -14, -1, 19, -3, 12, -0.8
CC(=O)Nc1c(NC(C)C)c2ccccc2oc1=O
    -5, -5, 1, 4, 4, -9, 9, 20, -5, 15, 4.6
Cn1nnnc1SCC(=O)c1c(N)n(C)c(=O)n(C)c1=O
    2, x, 5, 2, 10, 11, -5, -26, -8, 11, 1.1
COc1cccc(CNc2ncn[nH]2)c1OCc1ccccc1F
    1, -4, -2, -2, 3, 5, 0, -46, 18, 7, 0.0
CCOC(=O)c1[nH]ncc1CN1CCCC(C(=O)c2ccc(OC)cc2C)C1 (stereo not drawn)
    -16, 5, 3, 0, 0, 2, 2, -19, 13, 20, -2.1
O=C(CCCN1C(=O)c2cccc3cccc(c23)C1=O)N1CCN(c2ccccc2O)CC1
    -9, -4, -2, 2, 67*, 20, -10, 32, 28, -6, -0.5
COc1ccc(S(=O)(=O)N2CCN(CC(=O)Nc3sccc3C(N)=O)CC2)cc1OC
    -2, -5, -1, -4, 2, 8, 0, 6, 2, 3, -0.2
Cc1cccc(N(CC(=O)NC2CCCC2)C(=O)c2cc3cc4cccc(C)c4nc3s2)c1C
    16, -4, 2, 0, 9, 25, 0, -3, 10, 18, -0.7

Later entries:
The line under a structure holds: PDI inh, CaV13 ICDI inh, NR2E3 ag-1, HTR2A ag, Cardio protect, Shn3 inh set2, TRPM1 prom inh, NR2E3 ag-2, Peg3 promoter, HIF-2a block, iPSC survival up
O=C(C[C@H]1C/C=C\C[C@H](NC(=O)OCC2c3ccccc3-c3ccccc32)C(=O)O[C@@H](c2ccccc2)CNC1=O)NCCO
    3, -3, x, 2, -28, 12, -1, 0, -7, 5, -0.9
CCOC(=O)c1c(-c2ccccc2)[nH]c2ccc(O)cc12
    9, x, -1, -7, -5, 4, 0, -17, -2, -8, -0.8
CCOc1ccc2c(c1)c(=O)c(S(=O)(=O)c1ccc(C)cc1)cn2CC
    -10, -8, 7, -8, 3, -16, 9, 13, 16, 2, 0.2
Cc1ccc(CN2CCC(n3nccc3NC(=O)c3ccccc3C)CC2)o1
    3, -10, 6, -6, 1, -7, 2, 11, 0, 16, 0.5
Nc1nc(NCc2ccco2)nc(Nc2ccc(F)cc2)c1[N+](=O)[O-]
    -14, -3, 3, 1, 1, 13, -3, 1, 17, 19, -0.7
O=S(=O)(NCC(c1ccco1)N1CCN(c2ccccc2F)CC1)c1ccc2c(c1)OCCO2 (stereo not drawn)
    -1, -4, -2, -6, -1, -17, 0, -1, 16, 17, 0.2
CC(=O)c1cccc(NC(=O)c2ccc(N(Cc3ccc(C)cc3)S(C)(=O)=O)cc2)c1
    28, -8, 1, -2, 13, 9, 2, 27, 36, 22, 0.9
COc1ccc(C(CNC(=O)COc2ccc(F)cc2Cl)N2CCCCC2)cc1 (stereo not drawn)
    -1, -3, 4, -1, -11, 8, -3, -7, -9, 5, 0.0
C=CCNC(=S)N/N=C/c1ccc(C)s1
    -1, -5, -2, 1, -8, 5, 14, -45, -48, -167, -0.4
C#CCn1c2ccccc2c2nc3ccccc3nc21
    -32, -8, -5, 2, -5, -78, -59, -141, -321, -238, 0.4
COc1ccccc1-c1nc2ccccc2c(=O)n1NC(=O)c1cccs1
    -11, -17, 4, 1, -3, -14, -2, 3, 15, 20, -1.0
CCOc1ccc(NC(=O)Nc2ccc(N(C)C(C)=O)cc2)cc1
    4, -5, 0, 1, 8, 7, -4, -6, 3, -14, 2.6
CCN(C(=O)COC(=O)c1cc(OC)c(OC)cc1[N+](=O)[O-])C1CCS(=O)(=O)C1 (stereo not drawn)
    8, 5, 0, -1, 4, -13, 9, 3, -4, 2, -0.5
CC(Oc1ccc2c3c(c(=O)oc2c1)CCCC3)C(=O)NCc1ccncc1 (stereo not drawn)
    -5, -15, 2, 3, -4, 26, 5, -33, -1, -10, -0.2
Cc1c(-c2ccccc2)n[nH]c1C(=O)N=Nc1c(O)[nH]c2ccccc12
    0, -2, 0, 3, -12, 19, -21, -38, -126, -236, -0.1
CCc1ccc(OCC(=O)NC(=S)Nc2ccc(C)cc2C)c(Br)c1
    -5, -4, 4, 1, -4, 1, -14, -9, -29, -91, -0.8
Cc1ccc(S(=O)(=O)N2CCC(C(=O)OCC(=O)N(C)CC(=O)Nc3ccc(F)cc3)CC2)cc1C
    0, -6, -3, 8, -12, -2, -4, 9, 11, 3, -0.5
C=CCOC(=O)C1=C[C@@H](c2coc3ccccc3c2=O)[C@H](CCCO)[C@@H](OCC)O1
    2, -4, 3, -3, -2, -3, 3, 29, 8, 12, -3.4
Nc1c(O)cccc1C(=O)O
    5, -5, 0, 5, 0, -14, 5, -3, -10, 0, 3.8
CCCCNS(=O)(=O)c1ccc(OCC(=O)OC)cc1
    -1, -5, 2, -1, 3, 7, 4, -7, -4, 29, 1.1
C[C@H](CO)N1C[C@H](C)[C@@H](CN(C)S(=O)(=O)c2cn(C)cn2)Oc2ccc(NC(=O)Nc3ccc4c(c3)OCO4)cc2C1=O
    3, -11, x, 4, -1, -8, 4, 18, 8, 7, 8.0
COC(=O)CC(=O)Cc1nc(N)nc(Nc2ccc(C)c(C)c2)n1
    9, x, 2, -4, 3, 13, 3, -16, 13, 12, 2.0
C[C@H]1CN(C2CCCCC2)C(=O)[C@@H]1CC(=O)NCc1ccccc1
    -3, 20, 1, 0, 5, -10, 4, -16, 9, 10, 1.3
CC(C)(C)c1ccc(/C=C/C(=O)N2CCOCC2)cc1
    1, -18, -2, -3, -6, -113, -45, -77, -216, -232, -1.2
Cc1cccc([N+](=O)[O-])c1NC(=O)CN(Cc1ccccc1)Cc1ccccc1
    1, -3, -2, -2, -6, 5, -2, 13, 9, 20, -0.5
Cc1ccc(-n2nc3c([n+]2[O-])CCc2nonc2-3)cc1
    0, -7, 2, 13, -2, -3, -4, -3, -67, -67, -1.3
COc1ccc(N2C(=O)c3ccccc3NC2(C)C)cc1
    -1, -4, 0, 9, 0, -29, -53, -128, -102, -165, 0.5
O=C(Nc1cccnc1)c1ccc(CSc2ccccc2)cc1
    2, -2, 2, -5, -8, -40, -78, -3, -125, -181, -0.7
c1ccc(CCn2nnnc2C(c2cccnc2)N2CCN(c3nc4ccccc4s3)CC2)cc1 (stereo not drawn)
    4, -9, 2, -3, 6, 24, 18, -14, 24, 14, 2.0
C=C1CCC(O)C2(C)CCC3C(C)C(=O)OC3C12O (stereo not drawn)
    9, -2, -1, 4, 2, -21, 0, -32, 1, 13, 0.3
Cc1ccc(CS(=O)Cc2ccc(C(=O)NC3CCCC(C)C3C)o2)cc1 (stereo not drawn)
    11, -4, -2, 5, -1, 7, 4, -15, 2, 7, 0.9
c1ccc(-c2ccccc2OCCCN2CCCC2)cc1
    10, -3, 0, -3, 0, -1, 0, -3, 12, 15, 1.5
CCOC(=O)c1ccc(-c2ccc3ncnc(NCc4csc(C)n4)c3c2)o1
    -6, -6, x, 3, 68*, 24, x, -34, 11, -12, -2.0
O=C(CS(=O)(=O)Cc1ccccc1)Nc1ccc(S(=O)(=O)N2CCOCC2)cc1
    -3, -19, 3, 0, 6, -6, -8, -3, 20, 23, 3.8
O=C(OCc1ccc(Cl)c(Cl)c1)c1ccc[nH]1
    19, -3, 4, -3, -7, -2, -56, -60, -217, -242, 1.7
O=C(CSc1nnc(-c2cccs2)n1Cc1ccco1)Nc1ccc2c(c1)OCO2
    6, -5, 2, -3, 4, 1, 3, 2, -1, 12, 2.6
O=C(COC(=O)c1c(F)cccc1F)NCc1ccc2c(c1)OCO2
    4, -7, 2, 3, -3, -2, 0, -4, -33, 4, -0.4
O=C(N/N=C/c1cccs1)c1cc(-c2ccc3ccccc3c2)n[nH]1
    -5, x, -2, 1, 33, 5, -20, -104, -45, -79, 2.2

High-throughput results deposited in PubChem by several laboratories.
